High-throughput results from PubChem BioAssay.
STAT3 blocker: inhibitors of IL-6 induced STAT3 signaling; actives 0.89% (n = 190,000); AID 862; U3A cells, IL-6 STAT3-luciferase reporter, luminescence; host cell line lacks STAT1; inhibition, % at 5.5 µM;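 active means inhibition above the mean inhibition across all screened compounds plus 3 SD, cut at about 44% in these data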;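 further: 0% = DMSO only wells and 100% = 100 µM nifuroxazide control wells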
ROMK mod: modulators of human ROMK potassium channel | P48048 | Tet-inducible ROMK, thallium flux fluorescence; actives lie on both sides | B-score at 10 µM | actives 2% (n = 130,000) | AID 1918;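 active means signal ratio slope over the read window, or its plate-corrected B-score, at least 3 SD from the plate mean, either direction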;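 further: B-score of the F/F0 ratio slope over 7 to 12 s after thallium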
Target sequence (P48048 whole entry, looked up): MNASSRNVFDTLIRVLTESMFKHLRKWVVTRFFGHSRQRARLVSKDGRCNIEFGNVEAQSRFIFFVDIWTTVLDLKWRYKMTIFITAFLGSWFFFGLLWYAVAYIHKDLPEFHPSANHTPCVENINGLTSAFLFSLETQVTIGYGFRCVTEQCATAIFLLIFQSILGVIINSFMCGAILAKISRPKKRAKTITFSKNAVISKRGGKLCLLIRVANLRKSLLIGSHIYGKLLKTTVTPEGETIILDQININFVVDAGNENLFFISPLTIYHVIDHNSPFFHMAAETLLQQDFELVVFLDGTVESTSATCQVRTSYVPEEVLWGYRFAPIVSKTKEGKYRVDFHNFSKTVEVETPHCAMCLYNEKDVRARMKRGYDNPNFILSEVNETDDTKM
PPARg SRC-1 ag: PPARgamma-driven SRC-1 recruitment agonism; actives 0.41% (n = 200,000); PPARgamma-SRC-1 coactivator recruitment biochemical assay; P37231; activation, % at 8 µM; in the data active means activation above about 19%;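 further: 0% = DMSO and 100% = reference agonist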
STAT3 activator: activators of IL-6 induced STAT3 signaling; U3A cells, IL-6 STAT3-luciferase reporter, luminescence; 100% = signal with IL-6 EC80 alone; actives 0.91% (n = 190,000); activation (% of control), % at 5.6 µM;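 active means activation above the screen-wide mean of compound activation plus 3 SD, cut at about 130% in these data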;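 further: 0% = background luminescence of wells with medium and substrate only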
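Material: STAT1-lacking human U3A cells, STAT3 luciferase reporter | Benchmarks: IL-6-only wells as 100% reference | Probe or stimulus: IL-6 (33 ng/mL) | Timing: Compound 1 h, then IL-6 6 h at 37 °C | Detection: Luminescence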
STAT1 blocker: reduces IFN-gamma driven STAT1 reporter signal | actives 0.35% (n = 200,000) | NIH 3T3 STAT1-luciferase reporter, luminescence | inhibition, % at 5.5 µM | AID 920;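 active means inhibition above a set limit, the mean inhibition across all tested compounds plus 3 SD, cut at about 34% in these data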;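 further: 0% = IFN-gamma with DMSO and 100% = IFN-gamma with 300 µM nifuroxazide; values of inactives mirror those of a sister screen read the other way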
TR-FRET SRC-2 ct: flags TR-FRET format artefacts in PPARgamma SRC-2 recruitment agonist screen. TR-FRET artefact counter-screen; stronger effect = higher value. TR-FRET ratio at 8 µM. AID 1049. actives 0.4% (n = 200,000); in the data active means TR-FRET ratio above about 2000; further: inactives centre near 1500
TLR4 MyD88 comp: inhibitors of human TLR4-MyD88 binding; HeLa CL3-4 TLR4/MyD88 BLA complementation, FRET ratio; inhibition, % at 8.4 µM; actives 0.18% (n = 200,000); AID 861; in the data active means inhibition above about 25%;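 further: 0% = vehicle and 100% = reference inhibitor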
PPARg SRC2 recr: promotes SRC-2 coactivator recruitment by human PPARgamma | actives 0.34% (n = 200,000) | PPARgamma LBD-SRC-2 recruitment, biochemical | activation, % at 8 µM; in the data active means activation above about 22%;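 further: 0% = vehicle and 100% = reference agonist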
RAM network inh: yeast RAM network inhibition. S. cerevisiae dse1pr::URA3 reporter, 5-FOA growth OD615, 2 d; analog-sensitive cbk1-as2 kinase mutant strain. inhibition, % at 50 µM. actives 1.8% (n = 190,000). AID 868;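 active means inhibition above a set limit, 3 SD over mean compound inhibition, cut at about 8.4% in these data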;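 further: 0% = DMSO-only wells with no growth and 100% = 10 µM 1-NA-PP1 full growth; inhibition rescues growth on 5-FOA so higher OD means more RAM inhibition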
PPARg SRC3 recr: PPARgamma-driven SRC-3 recruitment agonism; biochemical PPARgamma/SRC-3 coactivator recruitment assay; actives 0.26% (n = 200,000); activation, % at 8 µM; P37231; in the data active means activation above about 23%;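 further: 0% = DMSO and 100% = reference agonist; some compounds past the cut are filed as inactive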
S1P3 antag: blocks the human S1P3 receptor; Q99500; CHO S1P3 NFAT-BLA reporter, FRET fluorescence, antagonist mode; inhibition, % at 4.98 µM; actives 0.27% (n = 170,000); AID 485;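 active means inhibition above the plate cutoff, the mean inhibition of test wells on that plate plus 3 SD, cut at about 28% in these data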;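 further: cells challenged with S1P at its EC80 of 0.8 µM; blue over green emission ratio from cleaved BLA substrate after 4 h stimulation; 0% = S1P-stimulated wells and 100% = unstimulated DMSO-only wells; some compounds past the cut are filed as inactive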
Target sequence (Q99500 whole entry, looked up): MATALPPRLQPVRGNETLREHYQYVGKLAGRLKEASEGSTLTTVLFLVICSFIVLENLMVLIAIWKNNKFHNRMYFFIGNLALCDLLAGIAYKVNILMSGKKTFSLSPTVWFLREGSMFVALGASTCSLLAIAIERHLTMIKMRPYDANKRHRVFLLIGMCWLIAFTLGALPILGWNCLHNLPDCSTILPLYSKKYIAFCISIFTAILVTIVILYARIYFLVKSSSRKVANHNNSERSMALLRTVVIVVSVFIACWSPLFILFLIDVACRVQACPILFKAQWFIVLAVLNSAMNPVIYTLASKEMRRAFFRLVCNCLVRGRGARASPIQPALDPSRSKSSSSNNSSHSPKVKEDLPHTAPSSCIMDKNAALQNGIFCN
The depositor's hits bear a star; . = no result given.

SMILES	STAT3 blocker	ROMK mod	PPARg SRC-1 ag	STAT3 activator	STAT1 blocker	TR-FRET SRC-2 ct	TLR4 MyD88 comp	PPARg SRC2 recr	RAM network inh	PPARg SRC3 recr	S1P3 antag
CC(=O)OCC1OC(OC(C)=O)C(NC(=O)c2cccnc2)C(OC(C)=O)C1OC(C)=O (stereo not drawn)	-7	0.89	0	104	-6	1652	-4	-1	1.9	-4	-3
C/C(=C\c1ccc2c(c1)OCO2)C(=O)c1c(C)cc(C)[nH]c1=O	11	0.96	9	93	-3	1615	-8	9	-0.7	2	-12
COC(=O)C1=C(CSc2nc3ccccc3o2)NC(=O)NC1c1cc(C)ccc1C (stereo not drawn)	7	-0.73	-4	97	8	1621	-13	9	3.7	-3	0
O=C1OC(c2ccc(Br)cc2)=N/C1=C\N1CCCCC1	7	.	-2	99	-41	1526	3	-8	0.2	-7	-6
N#Cc1nc(-c2ccccc2F)oc1NC1CCCCC1	-7	.	4	109	1	1607	8	7	5.6	-7	27
O=C(NNC(=O)c1ccccc1[N+](=O)[O-])c1ccccn1	4	0.89	-3	98	2	1720	-2	3	0.4	6	-3
Cc1cccc(C(=O)NCc2nnc(SCC(=O)N3CCN(c4ccccc4)CC3)n2C)c1	-2	.	9	104	-6	1695	-20	1	.	4	-5
COc1ccccc1C(=O)NNC1=C(C(=O)C(F)(F)F)CCC1	-63	.	6	150*	-4	1545	4	-4	0.3	-4	.
Oc1c(C(Nc2cccc(C(F)(F)F)c2)c2ccncc2)ccc2cccnc12 (stereo not drawn)	15	0.41	8	89	-1	1636	5	7	-0.2	2	4
Cc1cccnc1NCc1ccc(O)c2ncccc12	6	.	8	99	5	1693	-2	9	2.3	6	-34
CN(C)CCCN1C(=O)CSC1c1ccc([N+](=O)[O-])cc1 (stereo not drawn)	13	0.023	1	93	5	1607	2	6	-0.1	5	3
Cc1sc(NC(=O)c2ccc(Cl)s2)c(C(N)=O)c1C	-67	0.29	-3	159*	-81	1624	-13	12	4.2	5	18
CC1(C)CC(=O)C(N=Nc2ccc(Cl)cc2)=C(O)C1	2	0.14	-1	100	-8	1422	-16	1	0.2	-2	-3
COc1ccc(NC(=O)N2c3ccc(OC)cc3C(C)=CC2(C)C)cc1	16	0.38	7	89	5	1515	-2	2	0.5	2	-5
CCc1sc(N)nc1-c1ccccc1	-7	.	1	102	-1	1576	-4	4	0.1	5	2
Cc1ccc2oc(=O)c3cc(C(=O)NCCN4CCc5ccccc5C4)sc3c2c1	9	-0.66	5	93	2	1575	-1	6	1.8	2	-9
O=C(Nc1nccs1)c1cccc(S(=O)(=O)N2CCOCC2)c1	2	-0.69	-2	105	-4	1492	1	8	0.8	8	.
Cc1nc(N2CCC(C)CC2)c2c(C)c(C(=O)Nc3ccccc3C(F)(F)F)sc2n1	8	-0.32	8	97	9	1573	-7	-4	0.6	4	5
COc1ccc(CCNC(=O)c2ccccc2N(C)S(=O)(=O)c2ccccc2)cc1	-24	-0.01	4	123	-3	1530	10	-5	0.0	-1	-5
Cn1c(SCC(=O)NC(=O)CN2CCCC2=O)nnc1-c1ccc(F)cc1	-7	1.4	8	109	5	1688	4	12	1.4	5	-8
COc1ccc(NC(=O)C2CC(=O)NC3=C2C(=O)CC(C)(C)C3)cc1 (stereo not drawn)	4	.	4	100	3	1418	13	9	-1.1	14	.
CCNc1ccccc(C(=O)/C=C/c2ccc3c(c2)OCO3)c1=O	-3	-0.85	4	101	-3	1668	3	13	0.1	7	.
COC(=O)c1ccc(C2OCC(C)(C)CO2)cc1	-6	-0.017	10	107	-22	1611	-9	-1	0.5	5	2
O=C(COc1ccccc1C(=O)NCC1CCCO1)Nc1ccc(Br)cc1 (stereo not drawn)	-9	-0.33	5	112	2	1722	-6	4	1.2	6	-13
COc1ccc(-c2nnn(CC(=O)N(CC(=O)NC3CCCC3)c3cccc(C)c3)n2)cc1OC	2	.	0	103	1	1441	-2	1	0.8	-7	1
O=C(NCCCN1CCN(CCCNC(=O)c2ccccc2F)CC1)c1ccccc1F	3	.	-1	97	-1	1487	-5	-3	2.0	-7	-3
Cc1ccccc1NC(=O)/C(C#N)=C/c1ccsc1	-30	-1.1	4	127	5	1615	-20	4	2.7	3	-1
Nc1c(C(=O)NCCc2ccccc2)nnn1Cc1ccc(Cl)cc1	-1	.	2	105	-1	1333	-3	-6	0.6	-4	.
COc1ccc(C)cc1NC(=O)Nc1ccccc1SC	-4	-0.056	-3	108	-3	1503	-13	6	3.9	3	5
COC(C(=O)NNC(=O)CCc1ccccc1)c1ccccc1 (stereo not drawn)	12	-0.054	-3	97	1	1714	-9	0	2.5	-1	4
CCCOc1ccc(Cn2c(C)nc([N+](=O)[O-])c2SCC(O)COC)cc1[N+](=O)[O-] (stereo not drawn)	2	.	-2	101	7	1640	-1	-7	1.9	10	.
CCN(CC)S(=O)(=O)c1ccc(NC(=O)c2c(-c3ccccc3)noc2C)cc1	1	.	6	99	-4	1604	-11	-1	2.6	8	34
O=C1CC(c2ccc3c(c2)OCO3)c2cc3c(cc2N1)OCCO3 (stereo not drawn)	4	.	6	100	0	1436	-9	-2	-1.4	-5	-8
CCOC(=O)c1cc2c(=O)n3ccccc3nc2n(CCCOC)c1=NC(C)=O	18	.	-2	87	3	1400	1	-11	-0.3	-7	.
CC1CCC(NC(=S)NCCN(C)C)CC1 (stereo not drawn)	-4	1.9	-8	112	-4	1582	-8	-4	-0.9	1	-10
Fc1ccc(-n2c(Cn3nnc4ccccc43)n[nH]c2=S)cc1	8	.	8	93	15	1613	1	14	1.6	6	-1
CSc1ccc(CNCCCN(C)C)cc1	-6	-0.44	1	105	2	1653	-2	13	1.4	2	7
CCc1cccc2c(C(=O)COC(=O)c3nn(C)c(=O)c4ccccc34)c[nH]c12	13	-1.7	-5	93	3	1401	-2	1	3.0	-3	.
Cc1ccc(CNC(=O)CS(=O)(=O)CC(=O)O)cc1	6	0.87	-2	100	2	1392	7	4	0.2	-5	.
CCc1cccc2c(C(=O)COC(=O)c3c(C)noc3C)c[nH]c12	10	.	-1	94	-9	1484	-10	-10	2.5	1	.
CCOc1ccc2nc(N3CCC(C(=O)N4CCN(C(=O)c5ccco5)CC4)CC3)sc2c1	10	.	15	92	-5	1635	-5	5	1.6	6	4
COC(=O)c1c(C(=O)OC)c(C)n(Cc2ccco2)c1C	5	.	2	100	-2	1558	-14	7	0.3	4	-14
Cc1nn(C)c(C)c1S(=O)(=O)N(CC(=O)NCc1cccs1)c1ccc(C(C)C)cc1	-7	.	-6	106	-1	1529	4	0	0.3	-5	-12
Cc1cc(C)cc(OCC(=O)OCC(=O)N2CC(=O)Nc3ccccc32)c1	-1	0.64	0	103	0	1511	10	0	6.0	-3	-13
COc1ccc(-n2c(C)cc(-c3csc(N)n3)c2C)cc1	-5	0.022	4	108	3	1604	2	2	7.1	6	-12
Cc1nc(SCC(=O)N(C)C2CCCCC2)[nH]c(=O)c1Cc1ccccc1	-8	-1.4	-1	107	-5	1419	-10	3	-0.2	-2	.
Cc1nn(CC(=O)N2CCOCC2)c(=O)c2ccccc12	8	.	2	93	-2	1444	-8	-5	2.9	2	.
O=C(c1ccc(-n2cccn2)cc1)N1CCc2c([nH]c3ccccc23)C1c1ccccn1 (stereo not drawn)	-4	-0.39	15	106	-10	1710	4	2	0.0	9	2
O=[N+]([O-])c1ccc(Cl)cc1Sc1ccccn1	24	-0.098	4	82	8	1463	4	2	4.0	0	-11
CCN(CC)c1nc(=S)nc(NC(C)(C)C)[nH]1	6	0.38	2	99	3	1391	6	-1	0.5	-5	.
c1ccc(COc2cccc(CNCc3cccs3)c2)cc1	-8	.	6	106	-10	1626	-17	9	-0.1	0	-6
CC1=C(C(=O)OC2CCCCC2)C(c2cccs2)n2c(nc3ccccc32)N1 (stereo not drawn)	-2	-0.36	-1	99	5	1591	-3	13	2.1	0	12
CCN(CCn1cccn1)Cc1nc(-c2ccccc2)no1	6	1.8	7	99	-8	1619	-5	4	0.8	3	4
Cn1c(=O)c(C(=O)COC(=O)c2cc(-c3ccccc3)nc3ccccc23)c(N)n(Cc2ccccc2)c1=O	9	0.067	-2	90	0	1375	-18	-1	6.8	-1	8
O=C(CC1SCCNC1=O)Nc1ccc(Cl)cc1 (stereo not drawn)	-3	0.0027	4	105	-11	1492	-4	2	2.1	3	9
O=C1c2ccccc2C(=O)C1C1=Nc2ccccc2NC(c2ccccc2)C1 (stereo not drawn)	-5	-0.61	-6	110	1	1525	-2	-2	5.9	-2	-8
CCOc1ccc(C(=O)N(C)C2CCS(=O)(=O)C2)cc1 (stereo not drawn)	7	.	5	96	6	1495	-5	4	0.1	4	-1
COc1ccc(Cc2nnc(SCC(=O)NCCc3ccccc3)o2)cc1	17	.	-4	91	4	1413	3	9	2.8	-8	5
Cc1sc2ncn(CC(=O)NCCCOC(C)C)c(=O)c2c1S(=O)(=O)N1CCN(c2ncccn2)CC1	2	0.37	7	99	5	1682	5	-10	2.6	2	-12
CCCSC1=C(C#N)C(c2ccc(OC)cc2)C2=C(CC(C)(C)CC2=O)N1 (stereo not drawn)	10	0.068	7	97	1	1647	-15	6	0.9	-4	.

Some values from the entries so far.
For PPARg SRC-1 ag, CCN(CCn1cccn1)Cc1nc(-c2ccccc2)no1 shows 7
For S1P3 antag, CC1=C(C(=O)OC2CCCCC2)C(c2cccs2)n2c(nc3ccccc32)N1 (stereo not drawn) shows 12

Carrying on:
SMILES	STAT3 blocker	ROMK mod	PPARg SRC-1 ag	STAT3 activator	STAT1 blocker	TR-FRET SRC-2 ct	TLR4 MyD88 comp	PPARg SRC2 recr	RAM network inh	PPARg SRC3 recr	S1P3 antag
CCOc1ccc(-n2cc(C(=O)Nc3cccc(C)n3)c3cc(OC)c(OC)cc3c2=O)cc1	0	.	-4	101	-6	1519	-1	-5	.	1	8
O=C(NCC1CCCO1)C1c2ccccc2C(=O)N1C1CCCCCC1 (stereo not drawn)	9	.	5	97	-1	1601	-4	-3	1.0	-11	-18
CCc1nc(C)cn1S(=O)(=O)c1cc(Cl)c(OC)cc1Cl	1	.	-1	103	8	1616	-13	4	3.1	5	.
CCCCNS(=O)(=O)/C=C/c1ccccc1	11	-0.38	8	97	0	1523	-4	13	-0.1	5	0
CCN1CCN(c2nc3sc4c(c3c(=O)n2-c2ccc(OC)cc2)CCCCC4)CC1	-3	.	11	107	8	1686	-5	5	0.3	5	.
